# Assay outcomes: PubChem, several laboratories
# Ins promoter up: insulin promoter activators in MIN6 cells, imaging, high-content screening, mouse beta cells | 0.3% of 190,000 active | MIN6 insulin promoter-GFP reporter; stronger effect = higher value | AID 1625, 2009 | z-score at 5 µM;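 active = z-score above 3 at 5 µM with at least 500 cells counted in the well; inconclusive = wells under 500 cells, flagged as cytotoxic or low count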
# Yfh1-depleted yeast: enhancers of respiration in Yfh1-depleted yeast, dose response, Friedreich's ataxia, plus single-dose screen (AID 1465). S. cerevisiae Yfh1-off respiration, WST-1 reduction, 72 h; higher fold induction means a stronger effect. fold induction at 50 µM; hits with a dose series show EC50 in µM. 0.074% of 220,000 active;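 active = fold induction of absorbance versus untreated yeast above a set limit, then at least 30% activation at any dose in follow-up; inconclusive = repeats straddling the limit, or above it without dose testing; inactive = fold induction below the set limit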;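 note: activators that raise dye reduction in frataxin-depleted yeast; strong numbers were not always called active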
# Dynein transport: inhibitors of GR-EGFP nuclear translocation, primary screen, dynein cargo transport inhibitor project, imaging, high-content, 3617.4 mouse cells | test concentration mostly 20 µM; stimulated with dexamethasone, 1 µM; stronger effect = lower value | z-score, hits read low | 0.47% of 220,000 active | AID 1381, 2008;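 active = plate z-score of nuclear minus cytoplasmic receptor signal below a set negative limit, without overly bright fluorescence or cell loss, cut at about -3.5 in these data, passing the limit was not always enough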;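 note: z-score of nuclear minus cytoplasmic ring GR-EGFP intensity difference per well; some compounds called inactive have numbers as strong as hits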
#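 medium = tetracycline-free induction medium containing charcoal-stripped FBS | probe or stimulus = dexamethasone, 1.0 µM final | timing = 48 h induction, then 1 h compound, then 30 min agonist, 37 °C | detection = automated 10x imaging of fixed Hoechst-stained cells | read-out basis = nuclear versus cytoplasmic GR-EGFP signal, averaged per well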
# b-catenin transl: modulators of beta-catenin nuclear translocation, primary screen, imaging, HeLa cells, immunofluorescence, high-content. nuclear translocation activity, % at 5 µM. 0.3% of 190,000 active. AID 1665, 2009;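 active = nuclear translocation activity above 50% at 5 µM, with a well cell count of 50 or more; inconclusive = wells under 50 cells across six images, flagged as toxic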;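 note: per-cell ratio of nuclear to cytoplasmic median beta-catenin stain intensity; plate controls were DMSO negative control for no effect and GSK-3 inhibitor IX positive control for full effect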
#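 Read-out: Nuclear/cytoplasmic beta-catenin signal ratio, % activation | Assay system: Human HeLa cell line | Times: 24 h compound exposure at 37°C, 5% CO2 | Signal: Fluorescence imaging of beta-catenin antibody stain plus DAPI | Dosing: 5 µM primary, 0.02–20 µM confirmation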
# MT stabilize HCS: microtubule stabilizers in HeLa cells, primary screen, imaging, high-content imaging; AID 2205, 2009; 0.83% of 200,000 active; % tubulin-high responders, % at 10 µM; HeLa tubulin immunostaining HCS, 24 h; share of cells brighter than vehicle mean+2SD;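 active = plate Z-score above 3 for both tubulin-high and condensed-nucleus cell shares, with cell loss under 80%, at 10 µM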;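 note: anti alpha tubulin signal scored within the nucleus-defined area of each cell; some results filed as inactive read as strong as hits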
# Autophagy HCS: autophagy modulators in MEF cells, primary screen, imaging, high-content, MEF GFP-LC3; 0.98% of 190,000 active; calls only at 10 µM (by protocol); MEF GFP-LC3 puncta imaging; test concentration mostly 10 µM; AID 463193, 2010;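 active = percentage of spot-positive cells more than 3 SD above its plate mean, without a fluorescence outlier flag or 80% toxicity; inconclusive = no clear call, values can overlap the other calls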;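 note: spot-positive cell cutoff set from DMSO-treated cells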
# HEK293 NOD2/NF-kB: NOD2 signaling inhibitors, cell-based, luminescence, uHTS, HEK293 (AID 1566); 0.63% of 290,000 active; HEK293 NOD2/NF-kB luciferase reporter, luminescence; higher % means a stronger effect; one-dose inhibition, % at 4 µM; EC50 in µM for titrated hits; in the data active = inhibition above about 50%; note: many of its hits are not listed in these tables
# WT yeast gro inh: growth inhibition of WT strain, primary screen, mitochondrial fusion inhibitor project, WT and mutant strains, chemical genetic; mitochondrial fusion phenotypic screen; 2.1% of 190,000 active; AID 1362, 2008; inhibition, % at 10 µM; in the data active = inhibition above about 58%; tested in S. cerevisiae
# Lipid droplet: inhibitors of hepatocyte lipid droplet formation, primary screen, imaging, high-throughput imaging, BODIPY stain; AML12 mouse hepatocytes, oleate lipid droplets; inhibition, % at 6.5 µM; 0.4% of 240,000 active;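 active = lipid droplet intensity inhibited by at least 50%, with more than 500 cells counted; inconclusive = wells with under 300 cells, treated as cytotoxic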
#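 Test system: AML12 hepatocytes (mouse); reagent: oleate loading, 100 µM; dosing: one dose, 6.5 µM compound; incubation: overnight exposure; signal: fluorescence imaging, 20x objective, two fields per well; read-out basis: % inhibition of corrected integrated BODIPY droplet signal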
# WT yeast gro inh mutant strain: second read-out of WT yeast gro inh, no call of its own (marks repeat the call); inhibition, %; mitochondrial fusion phenotypic screen, mutant strain inhibition
# Dynein transport cytoplasmic EGFP: second read-out of Dynein transport, no call of its own (marks repeat the call); z-score; measured here: cytoplasmic GR-EGFP intensity; stronger effect = higher value
# Dynein transport nuclear GR-EGFP: also measured in Dynein transport; calls as there; z-score; measured here: nuclear GR-EGFP intensity;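 lower value marks the stronger effect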
# Dynein transport cell count: also measured in Dynein transport; calls as there; z-score; measured here: cell count per field
# Ins promoter up cell count: recorded beside Ins promoter up, whose call it bears; cell count; measured here: cytotoxicity, nuclei count;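 total cells summed across four imaged fields per well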
# Lipid droplet cells 6.5 µM: also measured in Lipid droplet; calls as there; cell count; measured here: cell count, cytotoxicity flag;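 cells counted across two imaged fields per well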
# b-catenin transl cell count 5 µM: recorded beside b-catenin transl, whose call it bears; cell count; measured here: cell count, cytotoxicity flag
# MT stabilize HCS Hoechst-high %: also measured in MT stabilize HCS; calls as there; % Hoechst-high responders; measured here: nuclear condensation Hoechst responders;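 share of cells brighter than vehicle mean plus two SD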
# MT stabilize HCS cytotoxicity %: also measured in MT stabilize HCS; calls as there; toxicity, %; measured here: cytotoxicity by cell density;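 0% = mean cell density of plate MIN control wells and 100% = no cells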
# Autophagy HCS cell loss 18 h: also measured in Autophagy HCS; calls as there; toxicity, %; measured here: cell loss, nuclei count;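 cell loss after 18 h compound exposure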
# The depositor's hits bear a star; i = inactive; ? = inconclusive; nt = not tested or not shown; + = active, no number. Not all compounds are listed, so the mix of outcomes need not match the whole.
Structure	Dynein transport cytoplasmic EGFP	Ins promoter up	Lipid droplet	HEK293 NOD2/NF-kB	Autophagy HCS	b-catenin transl	Dynein transport cell count	b-catenin transl cell count 5 µM	MT stabilize HCS cytotoxicity %	Lipid droplet cells 6.5 µM	Dynein transport nuclear GR-EGFP	MT stabilize HCS	WT yeast gro inh mutant strain	MT stabilize HCS Hoechst-high %	Ins promoter up cell count	Dynein transport	Yfh1-depleted yeast	WT yeast gro inh	Autophagy HCS cell loss 18 h
CCCNC(=O)CC(NS(=O)(=O)c1ccc(OC)cc1)c1ccco1 (stereo not drawn)	-0.27	-0.03	-13	5%	i	0.5	0.66	1016	4.5	714	-0.13	4.1	2	3.7	1178	-0.63	i	-9	20
CC(NC(=O)C(CC(=O)OC(C)(C)C)NC(=O)OC(C)(C)C)C(N)=O (stereo not drawn)	-0.22	-0.61	nt	11%	i	-4.3	0.24	905	8.8	nt	0.049	2.1	-11	2.9	1291	-0.24	i	-12	-9
CCn1c(Cc2ccc(OC)cc2)nnc1SCC(=O)Nc1cccc(C(=O)OC)c1	-0.23	0.09	-10	9%	i	-2.6	1.2	1063	5.5	773	0.63	4.6	-3	2.0	1046	1.2	i	-10	-2
COc1ccc(OCc2cccc(C(=O)Nc3ccc(CN4CCCCC4)cc3)c2)cc1	-0.31	-0.49	-2	8%	i	-0.3	0.96	538	9.1	680	-0.54	3.7	-6	2.1	1035	-0.43	i	4	-9
O=C(CCCN1C(=O)CCC1=O)Nc1ccc2c(c1)OCCO2	0.0048	0.48	3	-3%	i	0.1	-1.8	1006	8.1	783	0.8	2.4	-3	2.5	1210	1.1	i	2	-4
COc1ccc(CNS(=O)(=O)NCc2ccccc2)cc1OC	-0.34	-0.44	-22	3%	i	-1.4	-0.14	1155	8.8	684	0.38	3.6	20	1.9	1266	0.15	i	-12	10
O=c1cc(CSCc2ccc(Cl)cc2)[nH]c(=O)[nH]1	-0.11	0.01	-27	-14%	nt	-0.6	1.8	1150	nt	654	-0.66	nt	nt	nt	1360	-0.83	i	nt	nt
O=C(Nc1cc(C(F)(F)F)ccc1N1CCOCC1)c1cccnc1	-0.15	nt	10	6%	i	0.6	-1.5	988	3.9	676	0.27	4.9	2	1.8	nt	0.63	i	14	-5
CC[n+]1ccc(C)c2cc(SC(F)(F)F)ccc21	-0.28	-0.08	3	-3%	i	nt	0.64	nt	8.2	697	-0.4	1.5	2	2.5	1308	-0.93	i	8	-5
COC(=O)C(CC(=O)c1ccc(Cl)cc1)c1ccc(C)cc1 (stereo not drawn)	-0.2	-0.98	-37	10%	i	-2.7	-0.81	1235	1.3	704	0.12	2.1	28	0.8	1001	0.87	i	53	39
Clc1ccc(-c2nc3ccccn3c2CN2CCSCC2)cc1	-0.2	-0.09	-7	17%	i	0.1	0.025	949	9.0	680	-0.17	3.3	48	0.8	1682	-0.49	i	42	41
CC(C)(C)N/C=C(\C#N)S(=O)(=O)c1ccc(Br)cc1	-0.22	-0.62	-1	26%	nt	0.5	0.56	1323	nt	705	-0.32	nt	nt	nt	1378	-0.054	i	nt	nt
Cc1cccc(-n2c(C)cc(/C=N/O)c2C)c1	-0.23	-0.82	14	11%	i	0.5	0.16	1130	6.3	663	-0.11	4.6	-7	1.2	985	-0.58	i	-6	-4
COc1ccc(C2(c3ccc(OC(C)=O)cc3OC(C)=O)CC(c3ccccc3)NC(=S)N2)cc1 (stereo not drawn)	-0.25	-0.93	10	9%	i	-0.2	-0.89	1067	7.5	703	0.83	3.2	-9	1.9	1208	1.2	i	-1	-53
CCOc1ccc(/C=N/OCC(=O)Nc2cc(C)on2)cc1	-0.27	-0.26	8	4%	i	nt	-0.019	nt	7.4	659	-0.26	2.5	7	2.2	1239	0.32	i	-14	-9
OCC1(Cc2ccccc2)CCCN(Cc2ccn[nH]2)C1 (stereo not drawn)	-0.29	-0.18	-8	10%	i	0.2	0.15	995	8.9	750	-0.23	0.9	-3	2.5	1445	-0.35	i	-13	23
CC(=O)Cc1nsc(NC(=O)c2ccc(-c3ccccc3Cl)o2)n1	-0.19	0.2	7	-28%	i	1.5	0.56	933	14*	819	-0.32	24*	-15	17*	1336	-0.47	i	2	-1
COc1ccc(Cc2n[nH]c(=S)n2NC(=O)Nc2ccc(Cl)c(Cl)c2)cc1	-0.77	-0.1	10	0%	nt	-0.3	-0.8	1291	nt	692	-0.12	nt	nt	nt	1005	0.39	i	nt	nt
CC1(C)CC(=O)C(C(=S)Nc2ccc(F)cc2)=C(NCCN2CCOCC2)C1	-0.31	0.49	-1	7%	i	-0.9	0.18	1178	3.8	588	-0.38	4.1	-9	3.4	1550	-0.26	i	-17	0
COc1cccc(CNCCNC(=O)c2nonc2N)c1	-0.22	0.03	nt	-5%	i	0.0	0.089	1378	3.2	nt	-0.66	2.9	6	1.5	1571	0.5	i	-2	-3
COC(=O)c1ccc(C)c(NC(=O)CN(c2cc(OC)ccc2OC)S(C)(=O)=O)c1	-0.42	-1.2	nt	-18%	i	-3.7	0.087	995	4.6	nt	0.16	3.2	-4	1.6	1409	-0.42	i	3	10
CC(=O)OCC(OC(C)=O)C(OC(C)=O)C(OC(C)=O)C(=O)Nc1cccc(C)c1 (stereo not drawn)	-0.73	0.16	11	-14%	nt	1.1	-1.2	1323	nt	660	0.4	nt	nt	nt	1026	1.4	i	nt	nt
Cc1nn(C(C)C(=O)NC2C(=O)N3C(C(=O)O)=C(CSc4nnnn4C)CSC23)cc1Cl (stereo not drawn)	-0.052	0.17	-3	4%	i	0.9	-0.83	1051	nt	697	0.95	nt	-5	nt	1201	1.2	i	-15	18
COc1cccc(OCCOCCOc2ccc(C)cc2[N+](=O)[O-])c1	-0.17	?	-2	8%	i	9.6	-0.87	490	1.0	678	0.45	2.0	5	2.6	nt	0.52	i	18	23
CCCCCCCC1(C)NC(=O)N(c2ccccc2)N1 (stereo not drawn)	-0.19	-1.2	nt	-12%	i	-1.4	-0.51	1357	2.9	nt	-1.1	2.9	-2	2.2	1578	-0.91	i	22	0
COc1ccc(OC)c(S(=O)(=O)NC2CCCCC2)c1	0.08	nt	-5	-30%	i	-1.7	-0.37	1093	10	811	0.4	1.1	-14	1.9	nt	0.43	i	-2	20
Cc1ccc(C(=O)NC2CCCc3ccccc32)o1 (stereo not drawn)	-0.22	-0.38	-11	-3%	i	nt	1.3	nt	46	665	-0.17	1.7	17	0.4	1244	-0.83	i	4	6
COCCOC(=O)c1[nH]c2c(c1C)C(=O)CC(c1cccs1)C2 (stereo not drawn)	-0.37	0.49	?	-6%	+	21	-0.13	839	37*	nt	0.22	23*	5	56*	1192	1.5	i	4	42*
O=C(Oc1ccc2c(c1)OCC2=O)c1ccccc1	-0.16	-0.46	17	-6%	i	nt	-1.9	nt	7.8	767	1.7	2.5	-2	2.0	1340	2.6	i	-13	8
CCCCS(=O)(=O)NC1=NCN(CCOC(=O)c2ccccc2)CN1	-0.24	nt	nt	nt	i	nt	0.19	nt	1.2	nt	-0.16	3.0	4	1.6	nt	-0.33	i	9	-12
Cc1ccc(N2CCN(C(=S)c3ccc(-c4cccc([N+](=O)[O-])c4)o3)CC2)cc1	-0.11	0.13	-15	-10%	i	-3.1	-1.7	983	7.7	661	1.5	1.6	21	1.7	1548	1.8	i	26	5
COc1ccc(-n2cnc3sc4c(c3c2=O)CCCC4)cc1	0.54	-0.12	-1	-4%	i	-2.0	0.3	1009	1.2	652	-0.0058	5.4	-9	1.2	1655	0.074	i	19	30
CCCCCn1c(Sc2ncccn2)nc2c1c(=O)[nH]c(=O)n2C	-0.24	-0.71	4	22%	i	0.9	0.025	1036	1.5	786	-0.023	2.3	-1	3.5	1251	0.075	i	-41	2
S=C(NC1CCCCC1)N1CCc2[nH]c3ccccc3c2C1	-0.27	-0.23	-3	-6%	nt	-0.4	1.1	1273	nt	686	0.15	nt	nt	nt	1121	-0.78	nt	nt	nt
O=C1CCCC2=C1C(c1ccncc1)n1c(nc3ccccc31)N2 (stereo not drawn)	-0.31	-1.1	0	-4%	i	0.4	0.03	1471	9.0	716	0.33	3.5	7	2.9	1433	0.23	i	-22	-5
